# Growth percent in the NCI-60 one-dose screen (48 h, 10 µM unless noted): 100 = growth as untreated, 0 = no growth, -100 = all killed.
# NCI/ADR-RES – NCI/ADR-RES ovarian cells | AID 1794790 | 4.4% of 81,000 active
# COLO 205 – COLO 205 colon cancer. 7.3% of 79,000 active
# NCI-H23 – NCI-H23 lung cancer. 4% of 80,000 active. AID 1794731
# NCI-H460 – NCI-H460 lung cancer. 6.8% of 82,000 active
# HCT-15 – HCT-15 colon cancer; 5.2% of 82,000 active
# HCT-116 – HCT-116 colon cancer; 7.3% of 82,000 active
# NCI-H322M – NCI-H322M lung cancer. 2.7% of 80,000 active. AID 1794733
# NCI-H226 – NCI-H226 lung cancer; 3.5% of 79,000 active; AID 1794732
# NCI-H522 – NCI-H522 lung cancer; 8% of 78,000 active
# * = called active by the depositor; · = no result given; & = joins results of further samples. Rule for the calls: active = growth percent below 10; inactive = the rest. Rows are unselected (roughly 13% active in at least one column).
Molecule,NCI/ADR-RES,NCI-H522,NCI-H322M,NCI-H226,NCI-H460,NCI-H23,COLO 205,HCT-116,HCT-15
O=C1NC(=Nc2ccc(Cl)cc2)/C(=C/N2N=C(c3ccc(Cl)cc3)CC2c2ccc(F)cc2)S1 (stereo not given),85.8,77.2,85.6,80.4,95.9,95.7,·,78.7,92.3
O=C(CSc1nnc(-c2ccccc2)o1)Nc1ccc(C(=O)/C=C/c2ccc(Cl)cc2)cc1,108.0,83.6,97.8,87.7,103.5,97.0,100.1,89.2,97.5
O=[N+]([O-])c1cccc(OCC2CO2)c1 (stereo not given),98.5,86.9,95.8,97.6,107.1,94.7,108.7,98.5,104.0
Nc1c(S(=O)(=O)O)ccc2ccccc12,99.1,81.2,106.9,97.3,104.7,95.8,106.5,103.7,108.3
Cc1cccc(C)c1N=C(Cc1nc2c(=O)[nH]c(=O)n(C)c2[nH]c1=O)c1ccccc1,98.8,94.9,97.0,88.7,102.2,96.0,105.3,100.6,102.1
CCN(CC)Cc1cc(Oc2ccc(O)c(CN(CC)CC)c2)ccc1O,94.4,·,86.3,87.7,102.4,105.0,64.2,72.7,88.7
CCOP(=O)(NCC(=O)Nc1nc(-c2cccc(NS(=O)(=O)c3cccc4c(N(C)C)cccc34)c2)cs1)OCC,96.7,49.0,89.6,69.5,86.9,68.3,60.9,58.7,82.0
COc1ccc2c3ccnc(C(F)(F)F)c3n(CCCCN)c2c1,64.9,11.4,65.3,52.4,47.1,54.6,10.7,16.5,62.9
Cn1cc(-c2nc(-c3cccnc3)cs2)c2cc(Br)ccc21,90.3,61.9,·,92.4,87.0,96.9,102.7,75.1,67.2
Cc1cn(C2CC(OC(=O)c3ccc(Cl)cc3)C(COC(=O)c3ccc(Cl)cc3)O2)c(=O)[nH]c1=O (stereo not given),104.7,94.1,106.8,101.5,105.8,116.2,105.8,109.3,109.2
COc1ccc(NC(=O)Nc2ccc(OCC(=O)N=Nc3c(O)[nH]c4ccc(Cl)cc34)cc2)cc1,113.5,95.6,107.7,108.3,89.2,81.0,87.9,75.5,107.9
CN1CCN(c2ccc(Nc3nc(N4CCN(S(=O)(=O)c5ccc(Cl)cc5)CC4)c4sccc4n3)cc2)CC1,16.1,-82.7*,74.5,-22.2*,-70.6*,46.6,-77.9*,-49.9*,-78.6*
CCN(CC)CCCNc1ccc(C)c2sc3ccccc3c(=O)c12,58.4,54.4,57.2,·,·,53.8,-70.2*,17.5,-13.3*
CCCCOc1nc2c(C)cccc2cc1/C=C/C(=O)/C=C(/C=C/c1cc2cccc(C)c2nc1OCCCC)OB(F)F,108.2,88.9,100.5,97.9,108.0,105.5,100.9,95.4,111.4
CC(C)CN(C(=O)c1ccc(Cl)cc1)c1c(N)n(CC(C)C)c(=O)[nH]c1=O,101.2,98.8,103.1,98.7,88.4,95.8,122.0,96.2,110.6
Cc1cc(=O)oc2cc(Nc3nc4c(Cl)ccc(Cl)c4s3)ccc12,98.6,86.3,99.2,81.7,108.3,89.6,119.5,101.8,101.3
CC1CN(CCO)C(C)CN1 (stereo not given),98.2,81.1,69.5,95.3,100.0,95.5,99.7,105.3,102.0
Cc1ccc(Cc2cnc(NC(=O)CCN3C(=O)/C(=C/c4ccc(Cl)cc4)SC3=S)s2)cc1,105.9,92.7,108.7,·,103.6,105.4,122.1,103.2,102.9
CCCCC(O)Cn1ncc(C(=O)OCC)c1NC(=O)NCc1ccc(C(F)(F)F)cc1 (stereo not given),72.6,65.6,102.1,·,84.2,65.2,·,60.3,85.3
COc1cccc(Cn2cc(C(=O)Nc3cccnc3Nc3cc(OC)c(OC)c(OC)c3)nn2)c1,102.8,102.9,94.8,102.5,107.1,96.5,121.2,104.8,100.5
Cc1ccc(-c2c3c(N)nc(-c4ccncc4)nc3nc3c2c(C)nn3-c2ccccc2)cc1,46.6,·,70.3,44.9,28.5,56.4,18.1,12.7,45.0
O=S(=O)(O)c1cccc(N=Nc2ccc(Nc3ccccc3)cc2)c1,97.3&104.3,97.9&93.5,105.9&101.4,100.8&99.9,107.1&108.2,97.0&101.8,111.1&103.1,96.0&95.8,112.0&109.7
COc1ccc(C=Nc2ccc(/C=C\C(=O)O)cc2)cc1,98.4,95.9,113.5,94.4,107.4,95.8,120.5,102.2,107.5
S=c1cc(-c2ccccc2)ss1,109.0,92.7,97.7,107.3,108.6,107.7,111.2,109.3,95.2
COc1ccc([N+](=O)[O-])cc1I,100.8,102.6,114.7,97.0,104.7,95.0,106.9,93.9,101.0

# Part of the list above in order of SMILES length, low to high:
Molecule,NCI/ADR-RES,NCI-H522,NCI-H322M,NCI-H226,NCI-H460,NCI-H23,COLO 205,HCT-116,HCT-15
Nc1c(S(=O)(=O)O)ccc2ccccc12,99.1,81.2,106.9,97.3,104.7,95.8,106.5,103.7,108.3
COc1ccc2c3ccnc(C(F)(F)F)c3n(CCCCN)c2c1,64.9,11.4,65.3,52.4,47.1,54.6,10.7,16.5,62.9
CCCCC(O)Cn1ncc(C(=O)OCC)c1NC(=O)NCc1ccc(C(F)(F)F)cc1 (stereo not given),72.6,65.6,102.1,·,84.2,65.2,·,60.3,85.3
COc1cccc(Cn2cc(C(=O)Nc3cccnc3Nc3cc(OC)c(OC)c(OC)c3)nn2)c1,102.8,102.9,94.8,102.5,107.1,96.5,121.2,104.8,100.5
COc1ccc(NC(=O)Nc2ccc(OCC(=O)N=Nc3c(O)[nH]c4ccc(Cl)cc34)cc2)cc1,113.5,95.6,107.7,108.3,89.2,81.0,87.9,75.5,107.9

# Shown with each value named: part of the list above.
canonical_smiles: Nc1c(S(=O)(=O)O)ccc2ccccc12
  NCI/ADR-RES: 99.1	NCI-H522: 81.2	NCI-H322M: 106.9	NCI-H226: 97.3	NCI-H460: 104.7	NCI-H23: 95.8	COLO 205: 106.5	HCT-116: 103.7	HCT-15: 108.3
canonical_smiles: Cc1cccc(C)c1N=C(Cc1nc2c(=O)[nH]c(=O)n(C)c2[nH]c1=O)c1ccccc1
  NCI/ADR-RES: 98.8	NCI-H522: 94.9	NCI-H322M: 97.0	NCI-H226: 88.7	NCI-H460: 102.2	NCI-H23: 96.0	COLO 205: 105.3	HCT-116: 100.6	HCT-15: 102.1

# The list continues.
Molecule,NCI/ADR-RES,NCI-H522,NCI-H322M,NCI-H226,NCI-H460,NCI-H23,COLO 205,HCT-116,HCT-15
COc1ccc(N2CCN(C3=CC(=O)C(C)=C(C)C3=O)CC2)cc1,101.2,89.0,106.0,93.0,105.4,99.8,104.0,99.0,98.6
Cc1ccc(C(=O)Nc2ccc(CN3CCN(C)CC3)c(C(F)(F)F)c2)cc1C#Cc1cnc(N)c2ccc(F)cc12,-52.4*,-75.1*,-99.3*,-45.5*,·,-77.3*,·,-96.5*,-93.4*
CC(=O)N1N=C(c2ccc(Nc3nc(Nc4ccc(F)cc4)nc(Nc4ccc(Cl)cc4)n3)cc2)CC1c1cccc([N+](=O)[O-])c1 (stereo not given),92.7,80.3,129.3,79.3,106.3,76.8,83.9,76.9,80.8
Cc1sc(NC(=O)c2ccc(C(C)(C)C)cc2)c(C(=O)O)c1C,58.9,56.3,97.3,92.3,50.9,62.9,55.6,45.3,45.9
CN(C)COC(=S)SC(=O)Oc1ccc(Cl)cc1,114.0,71.0,97.9,85.8,102.9,99.5,106.4,95.6,109.2
COC(=O)[C@]12CC[C@@H](C(C)=O)[C@@H]1[C@H]1CC[C@@H]3[C@@]4(C)C/C(=C/c5cccnc5)C(=O)C(C)(C)[C@@H]4CC[C@@]3(C)[C@]1(C)CC2,52.5,47.5,93.9,48.1,70.9,53.2,82.5,3.9*,23.2
Cc1ccc(S(=O)(=O)Nc2c(Br)cc(Br)cc2C(N)=O)cc1,99.4,114.7,88.4,101.7,104.8,96.0,103.2,94.2,103.5
COc1ccc(/C=C\c2nc3ccccc3s2)cc1OP(=O)(O)O,14.4,12.5,59.8,66.3,20.7,43.4,112.0,25.9,30.0
Cc1ccc(C(=O)c2c(N)c(C#N)cn2-c2ccc(Br)cc2C)cc1,89.8,95.9,100.3,98.9,105.3,90.4,112.3,78.3,91.4
CCOC(=O)c1ccc(NC2=C(Br)C(=O)C(C)=C(C)C2=O)cc1,91.9,95.1,96.6,93.0,101.2,86.3,113.0,106.1,94.7
Cc1cccc(-c2cn3ccnc3c(-c3ccc4ncn(Cc5ccccc5)c4c3)n2)c1,87.9,71.6,101.1,98.8,89.9,90.9,88.6,63.3,64.8
COc1ccc2c(c1)CCCN2c1c2ccccc2nc2ccccc12,0.7*,-0.9*,45.9,12.6,6.2*,15.8,-16.8*,6.8*,12.5
O=C1/C(=C/c2ccc(Cl)cc2)SC(=Nc2ccc(Cl)cc2)N1Cc1nc2ccccc2[nH]1,·,76.4,95.4,81.5,85.3,78.7,98.0,53.8,64.1
O=[N+]([O-])c1ccc2cc[nH]c2c1,111.1,117.2,107.8,99.7,108.5,104.0,103.4,103.4,100.2
N=c1c2ccccc2nnn1-c1ccccc1[N+](=O)[O-],92.4,99.6,·,98.1,100.0,87.0,100.7,102.5,99.8
CCN(C(=O)CN1C(=O)/C(=C/c2ccco2)SC1=S)C1CCS(=O)(=O)C1 (stereo not given),93.6,47.5,99.8,99.1,101.3,99.9,119.7,98.2,88.8
Cc1oc2c(C(=O)N/N=C\c3ccc(O)cc3O)c[nH]c2c1C,1.2*,16.1,26.3,28.8,4.3*,40.7,9.0*,10.8,9.4*
COCCCNC1=C(C#N)C(=O)NC2(CCCC2)S1,105.4,100.5,101.9,99.2,103.9,101.9,106.1,102.3,89.3
CSc1nc(-c2ccc(Br)cc2)c(C#N)c(=O)[nH]1,106.1,106.1,112.8,95.1,112.3,100.5,119.3,104.6,108.1
NS(=O)(=O)c1ccc(C(=O)N/N=C/c2ccccc2O)cc1,53.3,80.7,37.1,71.5,78.6,76.7,53.4,46.6,44.6
COc1cc(C2C=C(c3ccc(N)cc3)N=C3SC=CN32)cc(OC)c1OC (stereo not given),96.0,81.4,96.9,92.3,104.8,96.3,107.2,80.0,93.9
Nc1nccc(SCc2ccc(Cl)cc2Cl)n1,106.2,77.8,106.6,93.9,111.8,90.3,98.0,75.3,90.8
CC(=O)Nc1cccc(Nc2nc(N[C@@H](C)c3ccccc3)c3ccccc3n2)c1,0.0*,·,53.7,6.4*,2.7*,20.6,-12.3*,6.5*,10.4
Cc1nc2ccc(Cl)cc2c(=O)[nH]1,92.3,36.1,93.3,105.3,·,92.9,97.0,93.8,92.1
CC(C)C(O)C=O (stereo not given),107.5,92.3,96.9,96.7,102.2,104.7,103.6,109.8,108.1
COc1ccc(C(=O)Nc2cccc(-c3cc(=O)c4ccccc4o3)c2)c(OC)c1OC,83.5,63.7,99.7,79.7,101.2,94.1,95.3,92.5,85.6
Cc1sc2c(c1C)c(=O)nc1c(C(N)=C(C#N)C#N)n[nH]n12,97.5,94.1,93.2,102.5,104.1,99.0,108.0,106.4,97.1
NC(=S)N/N=C/c1ccc(OC(=O)COc2ccccc2)cn1,26.8,58.0,54.0,92.0,83.5,28.2,85.9,39.3,76.8
COc1cccc(C2=NN(c3ccc(-c4ccccc4)nn3)C(c3ccc(Cl)cc3)C2)c1 (stereo not given),93.8,83.8,96.5,85.2,88.4,82.2,88.3,68.2,85.7
CCN(CC)c1ccc2oc(=O)c(-c3csc(N/N=C(\C)c4cc(OC)c(OC)c(OC)c4)n3)cc2c1,83.1,103.6,89.4,74.1,102.8,84.3,107.8,94.4,76.9
Cc1ccc(-c2nnc(SCc3cc(=O)oc4ccc(C)cc34)o2)cc1,97.1,86.1,96.3,95.1,107.4,92.9,109.5,95.5,104.4
CCC(=O)c1ccc2c(c1)N(CCCN1CCN(CCO)CC1)c1ccccc1S2,86.8,91.2,111.3,95.4,101.0,91.4,86.2,63.4,70.5
N/C(=N\S(=O)(=O)c1cccc(Br)c1)Nc1nc2ccccc2[nH]1,83.4,68.9,86.7,86.4,93.5,91.4,84.5,78.0,77.8
CCOC(=O)CNC(=O)C(Cc1ccccc1)NC(=O)c1ccccc1[N+](=O)[O-] (stereo not given),108.5,111.0,103.5,103.4,108.3,101.0,119.5,106.5,97.3
Cc1c(C(=O)O)nnn1-c1nc2c(s1)CCCC2,110.0,82.1,107.9,102.1,98.1,97.2,116.8,96.2,110.2
CCOc1ccccc1N(CCN(C)C)C(=O)C(c1ccccc1)c1ccccc1,88.1,67.2,80.9,88.7,97.5,95.0,83.1,75.0,97.3
O=C1c2cc(Cl)ccc2Oc2cc([N+](=O)[O-])ccc2N1c1ccc(F)cc1F,97.7,49.9,92.5,·,93.2,94.1,96.5,79.7,86.9
CCCN(CCC)CN(CCC)CCC,105.2,101.4,97.6,95.3,107.0,96.5,115.6,95.7,102.2
O=C(Nn1c(COc2ccccc2)nc2ccccc2c1=O)c1ccc(F)cc1,79.5,47.8,95.4,83.8,93.3,97.2,100.8,89.9,63.3
COc1cc(C)c(C(=O)Oc2cc(C)c(C(=O)O)c(O)c2)c(O)c1,110.4,92.3,104.4,94.0,103.9,103.6,107.8,104.8,102.4
O=C1NC(=S)S/C1=C\c1ccccc1Br,100.7&99.7,85.9&105.9,90.0&91.4,88.6&97.7,104.4&111.0,94.2&105.8,111.5&114.3,98.8&96.8,96.1&99.5
N#Cc1ccc(N2Cc3ccccc3OC3=C2C(=O)c2c(O)ccc(O)c2C3=O)cc1,19.7,-75.6*,66.8,10.4,46.9,14.2,-69.3*,-44.3*,·
O=C(Cc1csc2[n+]1C(=O)/C(=C/c1ccc(Cl)cc1)S2)Nc1ccccc1,89.9,84.2,84.8,79.1,102.9,85.0,91.1,88.5,99.8
Oc1cc(O)cc(O)c1,97.6,95.4,91.5,99.7,107.2,101.7,109.8,112.8,100.2
COc1ccc(-c2c3c(cn2Cc2cc(OC)c(OC)c(OC)c2)-c2oncc2CCC3)cc1,103.8,91.9,108.3,93.8,101.6,100.8,100.1,96.1,94.8
